Screening data from PubChem.
HT1080NT lethal – qHTS for induction of synthetic lethality in tumor cells producing 2HG: qHTS for the HT-1080-NT fibrosarcoma cell line; HT-1080-NT fibrosarcoma viability, CellTiter-Glo ATP luminescence, 48 h; Potency, µM (highest dose often 46.1 µM), inactives show top-dose activity, negative = less viability, hits mostly cytotoxic; 360,000 tested, 1.6% active; AID 686970, 2013;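 note: NT is the 2HG producing partner of a matched IDH1 knockdown line; potency is the fitted concentration of half-maximal effect; 0% = DMSO-treated cells and -100% = media-only wells without cells; nearly all actives have a fitted effect of over 55% in size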
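750 cells/well, RPMI + 5% FBS; 2 h settle, compound pin-transfer, 48 h at 37 degrees C. CellTiter-Glo 10 min RT, luminescence. Normalized to DMSO and media-only wells.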
HepG2 viability – qHTS for Inhibitors of TGF-b: Cytotox Counterscreen; AID 588856, 2011; Potency, µM (doses to about 46.1 µM), inactives show at the top dose activity change, negative = cytotoxicity, usual class: cytotoxic; 410,000 tested, 0.76% active; HepG2 CAGA-GFP viability, ATP luminescence, 18 h; note: potency is the fitted concentration of half-maximal effect; some results filed as inactive show a strong effect at the top dose
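HepG2 CAGA-GFP cells (1000/well, DMEM with 1% FBS) received compound, then TGF-beta at 500 pg/mL final, and were incubated 18 hours at 37 degrees C. Viability was read by CellTiter-Glo luminescence. Media-only wells were set as complete cell-killing and DMSO as no toxicity.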
ATXN viability – Viability Counterscreen for Primary qHTS for Inhibitors of ATXN expression. AID 651635, 2014. S2 cells (HEK-293 line with an ATXN2-luciferase reporter) viability, CellTiter-Fluor protease fluorescence, 24 h. Potency, µM (highest dose often 56.7 µM), most hits filed as cytotoxic. 400,000 tested, 0.49% active; note: potency is the fitted concentration of half-maximal effect; nearly all actives have a fitted effect of over 40% in size
SW480 rereplic – A quantitative high throughput screen for small molecules that induce DNA re-replication in SW480 colon adenocarcinoma cells. 340,000 tested, 1.8% active. SW480 DNA re-replication, Hoechst DNA content imaging, 48 h. Potency, µM (top dose mostly 46.1 µM), without a hit: at the highest dose re-replication activation, most hits filed as activators; note: potency is the fitted concentration of half-maximal effect; % of control where 0% means no effect; nearly all actives have a fitted effect of over 55% in size
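Image-based DNA-content assay: after two days of treatment, nuclei were labelled with the DNA dye Hoechst and imaged, and hits were compounds raising the count of nuclei showing high fluorescence intensity.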
KB-3-1 tox – qHTS assay for MDR1-selective chemotherapeutics: Primary screen using the parental adenocarcinoma cell KB-3-1; 400,000 tested, 1.4% active; KB-3-1 viability, CellTiter-Glo ATP luminescence, 72 h; AID 1347075, 2019; Potency, µM (highest dose often 46.1 µM), for the others: top-dose activity change, negative = cytotoxic, hits mostly cytotoxic; note: potency is the fitted concentration of half-maximal effect; % is set by controls: 0 for no effect and ±100 for the full control effect; nearly all actives have a fitted effect of over 60% in size
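72 h, 37 °C compound treatment of KB-3-1 parental cells; CellTiter-Glo added, 10 min, luminescence read. Data corrected against DMSO-only plates and normalized before curve fitting.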
IL1B secr inh – qHTS for Inhibitors of Inflammasome Signaling: IL-1-beta AlphaLISA Primary Screen; 360,000 tested, 4.7% active; activity change, % at 57.5 µM; AID 743279, 2014; THP-1 LPS/ATP IL-1B secretion, AlphaLISA, 16 h; stronger effect = lower value; in the data active = activity change below about -50%; inconclusive = mostly about -30% to -49%; note: % is set by controls: 0 for no effect and ±100 for the full control effect
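Secreted IL-1B measured by AlphaLISA bead assay after 16 h compound exposure of THP-1 cells; compounds (final up to 57.5 uM) added 1 h before LPS (250 ng/mL) and ATP (1.25 mM) stimulation; lower signal means less secretion.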
HT1080 IDH1KD tx – qHTS for induction of synthetic lethality in tumor cells producing 2HG: qHTS for the HT-1080-IDH1KD cell line; Potency, µM (series often up to 46.1 µM), for inactives: at the top dose activity, negative = toxicity, usual class: cytotoxic; HT-1080 IDH1 knockdown viability, ATP luminescence, 48 h; 360,000 tested, 2% active; AID 686971, 2013;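 note: potency is the fitted concentration of half-maximal effect; 0% = DMSO wells and -100% = cell-free medium wells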
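IDH1KD HT-1080 cells, 750/well, RPMI + 5% FBS; compound pinned after 2 h settling; 48 h, 37 °C; CellTiter-Glo luminescence; % activity normalised to DMSO and no-cell wells; curves fitted, classed by r2 and efficacy.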
MCF10A rereplic – A quantitative high throughput screen for small molecules that induce DNA re-replication in MCF 10a normal breast cells | MCF 10A DNA re-replication, Hoechst nuclear intensity, 48 h | Potency, µM (titrated, usually from 46.1 µM), for inactives: at the highest dose activity, positive = re-replication, most hits filed as activators | 350,000 tested, 2.9% active | AID 624296, 2012; note: potency is the fitted concentration of half-maximal effect; % of control where 0% means no effect; nearly all actives have a fitted effect of over 50% in size
ATXN2 expr inh – Primary qHTS for Inhibitors of ATXN expression; HEK-293 ATXN2-luciferase reporter, luminescence, 24 h; Potency, µM (top dose mostly 57 µM), inactives show top-dose activity change, negative = inhibition, hits mostly inhibitors; 360,000 tested, 0.72% active; AID 1745845, 2022; note: potency is the fitted concentration of half-maximal effect; % is set by controls: 0 for no effect and ±100 for the full control effect; nearly all actives have a fitted effect of over 55% in size
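ATXN2-luciferase reporter cells (luciferase flanked by upstream and downstream ATXN2 gene portions) were treated 24 h at 37 °C with compounds at up to 57 uM. SteadyGlo luminescence gave expression; GF-AFC fluorescence gave viability.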
Active calls of the source: *; i = inactive; ? = inconclusive; nt = no result given; [ ] = remark or other dose. Unless noted, calls come from the whole dose curve; as a rule, active = well fitted curve in the direction sought with a large enough effect; inconclusive = small, poorly fitted or top-dose-only effect, or another doubt; inactive = no such curve, though single readings can be large; an effect the other way counts as inactive or inconclusive.

SMILES | HT1080NT lethal | HepG2 viability | ATXN viability | SW480 rereplic | KB-3-1 tox | IL1B secr inh | HT1080 IDH1KD tx | MCF10A rereplic | ATXN2 expr inh
CCOC(=O)c1ccc(N=c2ssnc2Cl)cc1 | 0% | -28% | i | -12% | -1% | -89* | -12% | ? | 2%[11.3 µM]
Cc1ccc2c(CSc3nncn3C)cc(=O)oc2c1C | 4% | 10µM* | i | 5% | -2% | 22 | 12% | -31%[inhibitor] | -21%
COc1ccc2c(c1)oc(=O)c1ccccc12 | 4% | -27% | i | 9% | 0% | -26 | -2% | 7% | 6%
CCn1c(=NC(=O)CSCC(=O)Nc2nccs2)sc2ccccc21 | 9% | 4% | i | -3% | -4% | -15 | 5% | 3% | -1%
Cc1cc(=O)oc2cc(NC(=O)c3cccc(Br)c3)ccc12 | 6% | 10% | ? | -1% | -1% | -11 | 9% | ? | 7%
COc1ccc(CNC(=O)[C@H](Cc2ccccc2)NC(=O)CC[C@H]2O[C@@H](n3ccc(=O)[nH]c3=O)[C@H](O)[C@@H]2O)cc1 | 3% | -2% | i | nt | 0% | 23 | 5% | nt | 0%
Cc1nn2cnnc2c(C)c1Cc1ccc(Cl)cc1 | -1% | -18% | i | 3% | -23% | 1 | 0% | -2% | nt
Cc1cc(C)c(C)c(S(=O)(=O)NCC(=O)NCC2CCCCC2)c1C | -3% | -11% | i | 5% | ? | -17 | -1% | -13% | -7%
O=[N+]([O-])c1ccc(N2CCN(Cc3ccccc3)CC2)s1 | -12% | -13% | i | 7% | -3% | 27 | -4% | -3% | 5%
O=C(COC(=O)c1cccc([N+](=O)[O-])c1)NCc1ccc2c(c1)OCO2 | 11% | -4% | i | 5% | 21% | -5 | 11% | 4% | 1%

Quoted from the listing:
`O=C(COC(=O)c1cccc([N+](=O)[O-])c1)NCc1ccc2c(c1)OCO2` in HT1080 IDH1KD tx reads 11%
`Cc1cc(C)c(C)c(S(=O)(=O)NCC(=O)NCC2CCCCC2)c1C` in HT1080 IDH1KD tx reads -1%

(continued)
SMILES | HT1080NT lethal | HepG2 viability | ATXN viability | SW480 rereplic | KB-3-1 tox | IL1B secr inh | HT1080 IDH1KD tx | MCF10A rereplic | ATXN2 expr inh
Cn1ncc2c(NNC(=O)C3CCCCC3)ncnc21 | 8% | 3% | i | -10% | -3% | -12 | 12% | 6% | nt
Cc1ccc(S(=O)(=O)NC(CCC(N)=O)C(=O)NCc2ccc3c(c2)OCO3)c(C)c1 (stereo unspecified) | 1% | -4% | i | -96%[inhibitor] | 15% | 4 | -9% | -3% | 8%
O=C(Nc1nc2ccccc2s1)c1cccc(S(=O)(=O)N2CCc3ccccc32)c1 | ? | -14% | i | -2% | ? | 25 | -25% | 10% | 3%
NC(=O)c1c(NC(=O)CSc2nnc(-c3ccccc3)n2CC2CCCO2)sc2c1CCC2 (stereo unspecified) | -4% | -6% | i | -5% | 3% | -12 | ? | 19% | -25%
CCOC(=O)c1cccc(NC(=O)c2cc3cc4cc(OC)ccc4nc3s2)c1 | nt | -7% | i | nt | 25% | nt | nt | nt | -10%
O=C(NCCc1ccccc1)c1cccc(NC(=O)C2CC2)c1 | 2% | -5% | i | -6%[9.22 µM] | 12% | 0 | 12% | -9% | 33%
NCCCC[C@H]1NC(=O)[C@H](CCC(=O)O)NC(=O)c2cc([N+](=O)[O-])cc(I)c2OCC[C@@H](C(N)=O)NC1=O | -1% | 0% | ? | -7% | 3% | -2 | 2% | ? | -3%
Cc1ccc2c(c1)N(CC(=O)NCC(C)c1ccccc1)C(=O)c1cccnc1O2 (stereo unspecified) | -2% | -6% | i | 2% | 7% | -8 | 3% | -4% | 4%
O=C(CCN1CCCO1)N1CCCC(N2CCN(c3cccc(C(F)(F)F)c3)CC2)C1 (stereo unspecified) | 1% | -30% | i | 0% | 4% | 0 | 2% | 3% | -6%
CC(C)CC1NC(=O)c2cc3ccccc3cc2-n2c1nc1ccc(Cl)cc1c2=O (stereo unspecified) | 6% | -4% | i | nt | ? | 30 | 3% | nt | 4%
C[C@H](NC(=O)c1cc2cc(Cl)ccc2n1C)C(=O)N[C@@H](Cc1ccccc1)C(=O)O | 2% | 2% | i | -13% | ? | 24 | 5% | 2% | 8%
Cc1ccc(S(=O)(=O)N(C)c2ccc(C(=O)NCc3ccccc3F)cc2)cc1 | -16% | 7% | i | -118% | 3% | -27 | -11% | ? | -5%
CNc1ccccc(-c2ccc3cc4c(cc3n2)OCO4)c1=O | 10% | 0% | i | -10% | 4% | 4 | 4% | 0% | 22%
O=C(CN1CCN(c2ccc(F)cc2)CC1)c1cccs1 | 2% | 5% | i | 0% | -8% | -19 | -6% | 8% | nt
COc1ccc(OCCOC(=O)CN2C(=O)NC3(CCCC3)C2=O)cc1 | -2% | -26% | i | -8% | 0% | ? | -3% | 3% | -9%
CCc1nnnn1-c1ccc([N+](=O)[O-])cc1C | 11% | -2% | i | -5% | 2% | 0 | 9% | -8% | 0%
Cc1coc2c1c(C)cc1oc(=O)c(CC(=O)N[C@@H](C)C(=O)O)c(C)c12 | 0% | -1% | i | 5% | ? | 9 | -4% | 16% | -16%
O=C(c1n[nH]c(=O)c2ccccc12)N1CCOCC1 | 13% | 5% | i | -17% | 16% | 16 | 9% | 5% | 7%
O=C(c1ccc(Cl)c([N+](=O)[O-])c1)N(Cc1cccc(Cl)c1)C1CCS(=O)(=O)C1 (stereo unspecified) | -2% | 0% | i | 1% | 0% | -93* | 5% | 9% | -12%
Cc1ccc(OCCC(=O)OCC(=O)Nc2ccc3[nH]c(=O)[nH]c3c2)cc1 | 17% | 2% | i | -4% | 17% | 8 | 1% | 1% | -8%
O=C(c1cscn1)N1CCCC(N2CCN(c3ccc(F)cc3)CC2)C1 (stereo unspecified) | 5% | 4% | i | -6% | -3% | 0 | 8% | 4% | 9%
O=C(NCC1CCCO1)c1c(O)nc2sccn2c1=O (stereo unspecified) | 11% | -1% | i | -6% | 2% | 20 | 14% | -18% | 5%
O=C(Nc1ccc(N2CCOCC2)c(S(=O)(=O)Nc2ccccc2Cl)c1)c1ccccc1 | -16% | -23% | i | -1% | ? | -2 | -13% | 5% | -24%
COC(=O)[C@@H](Cc1ccccc1)NC(=O)/C=C/[C@H]1O[C@@H](n2cnc3c(NC(=O)c4ccccc4)ncnc32)[C@H](O)[C@@H]1O | 24% | -39% | i | nt | 0% | -19 | 15% | nt | 7%
COc1ccccc1C(=O)NCCNC(=O)c1ccc(C)nc1 | 23% | 8% | i | -26% | 23% | -1 | 6% | -4% | 3%
Cc1cc(C(=O)N/N=C2\CC(=O)c3ccccc32)c(C)n1-c1ccccc1 | 0% | -13% | i | ? | -15% | 0 | -8% | ? | -9%
O=C(N[C@H]1/C=C\[C@@H](O)CCCC1)OCc1ccccc1 | 2% | 0% | i | -60%[inhibitor] | 0% | -14 | 2% | -2% | 25%
CC1(C)CC(=O)C2=C(C1)N(c1ccc(F)cc1)C(N)=C(C#N)C2c1cccs1 (stereo unspecified) | -2% | 3% | i | ? | 0% | -8 | -1% | 18µM* | -2%
CC(C)(C)NC(=O)NC(=O)CN1C(=O)NC(c2ccccc2)(c2ccccc2)C1=O | -15% | -29% | i | 13% | -19% | ? | -11% | 1% | 8%
CN(C)S(=O)(=O)c1ccc(S(=O)(=O)N(Cc2ccco2)Cc2ccccc2Cl)cc1 | 4% | -21% | i | 1% | -5% | 9 | 5% | -5% | 4%
CN1c2ccccc2Oc2nnc(N3CCN(Cc4ccccc4)CC3)cc21 | 1% | -27% | i | 10% | 15% | -96* | -23% | ? | 0%
Cc1ccc(-c2csc(/C=C3\SC(C)C(=O)N3CC(=O)Nc3ccccc3F)n2)cc1 (stereo unspecified) | 17% | 14% | i | -3% | 5% | 0 | 12% | 18µM* | nt
CC(=O)CSc1ncnc2c1oc1ccccc12 | -6% | -19% | i | -1% | -12% | 19 | -6% | 0% | 22%
Cn1ncc(Cl)c1C(=O)N1CCN(S(=O)(=O)c2ccc(Cl)s2)CC1 | -2% | -24% | i | -3% | 1% | -6 | -12% | 17% | 1%
COc1ccc(C(CC(=O)O)NC(=O)Nc2ccccc2)cc1OC (stereo unspecified) | 10% | 11% | i | -2% | 9% | 10 | -18% | -5% | -21%[11.3 µM]
CCNc1nc(OC)nc(SCC(N)=O)n1 | 10% | 8% | i | 0% | 16% | 35 | 15% | 1% | -16%
N#C/C(=C\c1ccc([N+](=O)[O-])cc1)C(=O)Nc1ccccc1O | -4% | -23% | i | -1% | 8% | -2 | 1% | 9% | 19%
CCc1ccccc1NC(=O)c1ccccc1N1C(=O)C2C3C=CC(C3)C2C1=O (stereo unspecified) | 2% | -12% | i | 4% | 16% | 0 | 8% | -2% | 9%
O=C(c1ccc2c(c1)N(Cc1ccc(Cl)cc1)C(=O)c1ccccc1S2(=O)=O)N1CCCCC1 | nt | -3% | i | nt | ? | nt | nt | nt | 6%
CN(Cc1cnn(C)c1)C(=O)C1CCC(=O)N(Cc2cccc(F)c2)C1 (stereo unspecified) | 23% | 6% | ? | ? | 27% | 12 | 18% | 5% | 6%
CCN1CNC(=S)N(c2cccc(C)c2C)C1 | 0% | 1% | i | -6% | 3% | -2 | 22% | 7% | -4%
